cardiac RTF act = increases calcium sensitivity of human cardiac regulated thin filaments. P19429+P45379. IANBD-labeled TnC RTF fluorescence at EC20 calcium; 0% EC20 calcium, 100% full calcium. activation, % at 7.2 µM. 340,000 compounds, 0.24% hits;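 active = activation above the mean over all tested compounds plus 3 SD, cut at about 30% in these data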;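 also: rise in fluorescence read as greater calcium sensitivity of cardiac thin filaments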
Rtt109 HAT inh = inhibitors of Candida albicans Rtt109/Vps75 histone acetyltransferase; inhibition, % at 34.9 µM; purified Rtt109/Vps75, ThioGlo CoA-SH fluorescence, 4 h; Q5AAJ8; 330,000 compounds, 0.16% hits; AID 540336;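 active = inhibition of at least 50% in every replicate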
Tat export inh = inhibitors of E. coli Tat protein transport; inhibition, % at 10 µM; 340,000 compounds, 0.036% hits; E. coli MC4100 TorA-mCherry Tat export, fluorescence;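 active = mean replicate inhibition at least 50% and at least half of replicates individually reaching 50%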;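 also: exported cargo escapes ClpAP degradation while cytoplasmic cargo is degraded and loses fluorescence; 0% = median of neutral control wells and 100% = median of NaSCN control wells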
Wnt act = Wnt/beta-catenin pathway activation | Wnt/beta-catenin reporter cell assay, activator, plate reader | 300,000 compounds, 1.2% hits | activation, % at 9.35 µM; in the data active = activation above about 30%, passing the limit was not always enough;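 also: 0% = neutral control wells and 100% = positive control wells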
V-ATPase pH = alters yeast V-ATPase proton transport; S. cerevisiae, pHLuorin cytosolic pH fluorescence; 350,000 compounds, 0.37% hits; response, % at 10 µM; in the data active = response mostly above about 7.3%, no sharp cut-off; inactive = mostly below about 5.4%; also: actives read high; inactives centre near 0; some compounds called inactive have numbers as strong as hits
CDK5 inh = inhibitors of human CDK5/p35 kinase. Q00535+Q15078. Recombinant CDK5/p35, ADP-Glo luminescence, 60 min. inhibition, % at 10 µM. 330,000 compounds, 0.01% hits. AID 488839;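 active = highest replicate inhibition of at least 50% and at least 75% of replicates reaching 50%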;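 also: plate controls were DMSO neutral control for no effect and GW8510 at 10 µM for full effect; many of its hits are not listed in these tables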
Target sequence (Q00535 whole entry, looked up): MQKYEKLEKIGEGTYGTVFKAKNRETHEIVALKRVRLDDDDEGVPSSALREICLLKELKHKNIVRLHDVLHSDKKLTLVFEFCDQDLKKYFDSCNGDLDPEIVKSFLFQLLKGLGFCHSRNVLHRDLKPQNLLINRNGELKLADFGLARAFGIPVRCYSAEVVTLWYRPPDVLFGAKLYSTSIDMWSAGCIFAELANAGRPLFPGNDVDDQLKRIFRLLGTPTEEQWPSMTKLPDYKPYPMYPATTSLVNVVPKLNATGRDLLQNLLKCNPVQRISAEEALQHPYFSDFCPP
Target sequence (Q15078 whole entry, looked up): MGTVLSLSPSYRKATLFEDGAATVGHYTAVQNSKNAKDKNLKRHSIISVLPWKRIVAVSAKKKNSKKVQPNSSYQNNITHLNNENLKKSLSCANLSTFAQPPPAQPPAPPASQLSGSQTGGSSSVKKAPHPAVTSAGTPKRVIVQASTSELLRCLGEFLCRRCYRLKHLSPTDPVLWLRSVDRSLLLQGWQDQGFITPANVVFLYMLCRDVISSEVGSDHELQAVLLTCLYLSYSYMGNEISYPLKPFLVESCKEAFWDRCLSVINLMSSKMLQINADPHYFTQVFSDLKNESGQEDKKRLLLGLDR
CAL PDZ FP-1 = blocks peptide binding to the human CAL PDZ domain; Q9HD26; purified CAL PDZ, TMR-peptide fluorescence polarization, 1 h; inhibition, % at 24.9 µM; 300,000 compounds, 0.92% hits; AID 602252;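 active = mean inhibition of at least 30% with at least half of replicates also reaching 30%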;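 also: 0% = DMSO neutral control and 100% = excess unlabeled competitor peptide PRC23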
CAL PDZ FP-2 = blocks peptide binding to human CAL PDZ domain | Q9HD26 | inhibition, % at 20 µM | AID 504414 | purified CAL PDZ, TMR-peptide fluorescence polarization, 1 h | 330,000 compounds, 0.02% hits;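 active = highest replicate inhibition of at least 40%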;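 also: plate controls were DMSO neutral control wells for no effect and unlabeled competitor peptide control wells for full effect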
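Test system: tagged CAL PDZ domain / Buffer or medium: sodium phosphate/NaCl buffer pH 7.4 with TCEP, IgG, Thesit / Reagent: TMR-labelled reporter peptide T*-PRC34 bound in PDZ groove / Compound dosing: single point, 20 µM / Schedule: 1 h incubation at room temperature before polarization reading / Technique: fluorescence polarization (mP) / Benchmarks: unlabelled peptide, DMSO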
dFosB activator = activators of mouse delta FosB homodimer; activation, % at 25 µM; 340,000 compounds, 0.99% hits; P13346; AID 493131; purified delta FosB, TAMRA-CDK5 oligo fluorescence polarization; percent of positive-control signal above neutral wells;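 active = mean activation above about 17%, with every replicate also reaching it, limit read from the data, passing the limit was not always enough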;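 also: fluorescence polarization rise as delta FosB binds a TAMRA Cdk5 AP-1 oligo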
Target sequence (P13346 whole entry, looked up): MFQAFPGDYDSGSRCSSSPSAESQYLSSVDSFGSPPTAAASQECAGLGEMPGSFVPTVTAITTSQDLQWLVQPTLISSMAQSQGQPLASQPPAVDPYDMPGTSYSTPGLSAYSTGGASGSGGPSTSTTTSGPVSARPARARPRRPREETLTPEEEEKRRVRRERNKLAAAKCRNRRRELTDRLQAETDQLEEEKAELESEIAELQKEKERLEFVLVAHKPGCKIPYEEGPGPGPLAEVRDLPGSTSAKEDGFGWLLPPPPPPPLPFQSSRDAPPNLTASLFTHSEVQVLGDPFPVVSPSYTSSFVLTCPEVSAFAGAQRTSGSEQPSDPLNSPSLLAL
MITF act = increases MITF-driven TRPM1 promoter luciferase signal; SK-MEL-5 TRPM1-promoter luciferase, 24 h; % of positive control, neutral wells = 0; activation, % at 12.5 µM; 300,000 compounds, 0.75% hits;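 active = mean activation of at least 80% with every replicate also reaching 80%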;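 also: 0% = neutral control wells and 100% = parthenolide positive control wells; values of inactives mirror those of a sister screen read the other way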
Numbers without * were called inactive; . = not tested or not shown.

Value order: cardiac RTF act	Rtt109 HAT inh	Tat export inh	Wnt act	V-ATPase pH	CDK5 inh	CAL PDZ FP-1	CAL PDZ FP-2	dFosB activator	MITF act
(1) COc1ccc(NC(=O)N(C)C[C@H]2Oc3c(NS(=O)(=O)c4ccc(F)cc4)cccc3C(=O)N([C@H](C)CO)C[C@@H]2C)cc1
  -2	7	3	0	2	0.7	-1	-1.0	-11	2
(2) CCOc1ncccc1C(=O)OC(C)C(=O)Nc1ccc(N2CCOCC2)cc1 (stereo unspecified)
  -3	-3	4	1	0	-1.4	1	-0.6	3	-2
(3) Cc1cc(OC(=O)c2ccc(C)c(C)c2)c([N+](=O)[O-])c(=O)[nH]1
  0	-5	-2	-1	-1	0.5	-5	0.6	-3	-5
(4) O=C(NCc1ccccc1)C(c1ccc(F)cc1)N(Cc1ccco1)C(=O)c1ccccn1 (stereo unspecified)
  2	0	2	.	1	2.4	-3	0.2	-6	-6
(5) CN(C)C(=O)CSc1ncnc2scc(-c3ccccc3)c12
  4	0	2	0	-2	-0.7	-5	-0.9	-11	-4
(6) Cc1ccc(C(=O)OCC(=O)Nc2ccc(Cl)cn2)cc1S(=O)(=O)N1CCOCC1
  1	-20	7	2	5	1.3	9	-0.7	-5	7
(7) CC(C)(C)c1ccc(C(=O)NCC(=O)N2CCNC(=O)C2)cc1
  7	-1	1	-3	2	2.3	0	-2.4	0	-1
(8) COC(=O)C1=C(C(=O)OC)SC2(S1)C(C(=O)OC)=C(C(=O)OC)SC1=C2c2cc(C)ccc2NC1(C)C
  -8	4	0	.	-3	-0.3	0	-2.6	-5	-10
(9) Cc1nonc1OCCNC(=O)C12CC3CC(CC(C3)C1)C2
  -5	1	-3	-4	-3	0.1	-6	0.0	-1	-6
(10) CCCOC(=O)CSc1nnc(-c2ccccc2Cl)o1
  7	-1	1	.	-3	3.2	-1	-0.1	3	-3
(11) O=C(COC(=O)CNS(=O)(=O)c1ccc(Cl)cc1)NC1CCCCC1
  -8	11	-3	-3	-3	0.1	-8	-3.1	-6	-8
(12) CCN(CC)c1nc(C)c2c(c1C#N)CC(C)(C)OC2
  -1	-5	6	.	1	0.8	-3	-0.7	-2	-4
(13) COC(=O)NNC(=S)NCc1ccccc1
  -3	0	0	.	-3	-0.2	-1	-1.9	-8	1
(14) COc1cc(C2c3c(oc4ccccc4c3=O)C(=O)N2CCN2CCOCC2)cc(OC)c1OC (stereo unspecified)
  -4	-8	-11	.	-2	1.6	-2	-0.5	1	13
(15) Cc1ccc(S(=O)(=O)Nc2ccc(Cl)cn2)cc1C
  1	1	11	-1	-2	-0.7	-14	-1.9	4	.
(16) Cc1c(-c2ccccc2)nnn1-c1ccc(F)cc1F
  -5	14	-9	10	-2	2.1	-4	-1.6	-1	73
(17) CCOC(=O)c1c(NC(=O)c2ccc(S(=O)(=O)N(C)CC3CCCO3)cc2)sc2c1CC(C)(C)NC2(C)C (stereo unspecified)
  2	5	0	2	-3	-1.0	3	-2.0	-15	-22
(18) O=C(COC(=O)COc1ccccc1)Nc1ncc([N+](=O)[O-])s1
  -1	-1	-10	1	1	-1.2	-7	-1.0	-7	-1
(19) CCOC(=O)c1c(CCl)nc2ccccc2c1-c1ccccc1
  2	-7	7	2	-2	1.4	-3	-3.1	-10	-12
(20) CCOC(=O)C1=C(NC#N)OC(C)=C(C)C1c1ccc(O)cc1 (stereo unspecified)
  0	-2	-9	-5	-1	-2.1	.	0.0	-7	.
(21) COc1ccc(O)c(/C=N/N=C/c2cccc([N+](=O)[O-])c2)c1
  -2	1	-2	5	2	0.4	-5	-11	1	71
(22) CCCCN(C(=O)CC1CCCCC1)c1c(N)n(CC(C)C)c(=O)[nH]c1=O
  2	3	-13	14	3	0.3	.	-0.9	-3	-6
(23) CCCC(=O)N1N=C(c2ccccc2)CC1c1cn(C)c2ccccc12 (stereo unspecified)
  -20	1	21	.	0	-0.3	-2	-0.1	-6	-6
(24) COc1cc(NC(=O)CCNC(=O)Cn2cnc3ccccc3c2=O)cc(OC)c1OC
  -6	3	2	-6	-1	1.1	3	-1.3	-4	13
(25) CC(C)(C)NC(=O)COc1coc(CN2CCN(C(=O)c3ccco3)CC2)cc1=O
  0	5	-5	-1	1	0.5	-2	-0.6	-4	-5
(26) COc1ccc(C2CC(=O)Oc3cc(C)c(Cl)c(C)c32)cc1 (stereo unspecified)
  -1	6	6	-1	-2	0.6	14	-0.4	-6	-2
(27) CCSc1c([N+](=O)[O-])c(=O)n(-c2ccccc2)c2ccccc12
  -4	7	-5	2	-1	1.3	-8	0.2	-10	.
(28) O=C(Nc1cccc(Cl)c1)c1ccc2ncsc2c1
  -2	7	-3	17	-2	-0.5	-8	-3.0	-17	46
(29) NC(=O)c1ccc(NC(=O)CSC2=Nc3ccccc3C3CC=NN23)cc1 (stereo unspecified)
  5	-3	-4	.	-2	0.0	2	-2.2	25*	.
(30) CCCC(=O)Nc1nc(C)c(-c2csc(Nc3ccccc3OC)n2)s1
  -2	0	-7	-2	2	0.0	0	-0.5	-4	-8

Entries of single compounds from above. Values in the order: cardiac RTF act	Rtt109 HAT inh	Tat export inh	Wnt act	V-ATPase pH	CDK5 inh	CAL PDZ FP-1	CAL PDZ FP-2	dFosB activator	MITF act
Cc1ccc(C(=O)OCC(=O)Nc2ccc(Cl)cn2)cc1S(=O)(=O)N1CCOCC1 as listed: 1	-20	7	2	5	1.3	9	-0.7	-5	7
O=C(COC(=O)COc1ccccc1)Nc1ncc([N+](=O)[O-])s1 as listed: -1	-1	-10	1	1	-1.2	-7	-1.0	-7	-1

More records follow:
Value order: cardiac RTF act	Rtt109 HAT inh	Tat export inh	Wnt act	V-ATPase pH	CDK5 inh	CAL PDZ FP-1	CAL PDZ FP-2	dFosB activator	MITF act
(31) CCOC(=O)c1cc(CC)sc1N1C(=O)CC(Sc2ncccc2C(=O)O)C1=O (stereo unspecified)
  6	5	16	0	-1	-0.6	.	-0.6	-5	-7
(32) CCN(c1ccccc1)S(=O)(=O)c1ccc(OC)c(NC(=O)c2cccs2)c1
  0	0	2	-2	0	-0.2	-5	1.0	-8	-7
(33) COc1ccc(C(CNC(=O)c2cc(S(=O)(=O)N3CCCCC3)ccc2C)N2CCCC2)cc1 (stereo unspecified)
  2	15	4	0	-3	1.1	3	-0.4	-13	8
(34) Cc1c(NC(=O)c2ccc(N(Cc3ccccc3)S(C)(=O)=O)cc2)c(=O)n(-c2ccccc2)n1C
  7	1	-2	-1	0	-3.6	.	-2.7	-9	3
(35) Cc1cc2c(OCC(O)CNC3CCCCC3)cccc2[nH]1 (stereo unspecified)
  4	0	-3	0	-2	-8.1	2	0.7	-4	-2
(36) O=S(=O)(NCc1ccccc1)c1ccc(S(=O)(=O)N(Cc2ccccn2)C2CCCC2)cc1
  6	-5	1	.	-1	0.1	0	-2.6	-8	5
(37) CCc1ccc(-c2nc(CS(=O)CC(=O)NCCc3ccccc3)c(C)o2)cc1 (stereo unspecified)
  -4	-10	0	7	-2	0.3	-5	-1.0	-7	13
(38) O=C(CN(c1ccccc1)S(=O)(=O)c1ccc(Cl)cc1)Nc1cccnc1
  -3	-3	4	1	1	-0.3	-9	-2.8	-11	7
(39) O=C(c1cc2c(s1)-c1ccccc1OC2)N1CCN(c2ccccn2)CC1
  -1	-10	2	-2	1	0.8	.	-0.4	-6	3
(40) O=C(CSc1cccc(C(F)(F)F)c1)Nc1ccc(Cl)cc1Cl
  2	-2	-5	.	0	3.1	0	-0.7	-1	8
(41) CC(C)N1C(=O)S/C(=C/c2ccc(Sc3nc4ccccc4[nH]3)o2)C1=O
  -5	-7	-3	-1	-5	-0.9	-3	-1.0	2	-13
(42) Cc1c(C(=O)N2CCCCC2)sc(NC(=O)C2CC2)c1C#N
  5	.	-3	-2	-1	-0.5	0	-3.1	-7	1
(43) C=CC[n+]1c(C)csc1Nc1cccc(Br)c1
  4	8	4	4	2	-2.0	-3	-0.6	5	7
(44) CCn1c(=O)c(C(=O)NCCCc2ccccc2)c(O)c2ccccc21
  1	10	7	-1	0	0.6	-1	.	-4	-10
(45) Cc1nc(N2CCCCC2)c2sc(=S)n(C)c2n1
  2	-10	-11	-3	3	2.4	0	-0.6	0	3
(46) CC(C)N(Cc1cc2ccccc2[nH]c1=O)C(=O)c1cccc([N+](=O)[O-])c1
  4	19	6	-2	-8	-1.2	0	-2.1	-9	1
(47) O=C(NCCN1CCN(C(=O)c2cccc([N+](=O)[O-])c2)CC1)C(=O)NCc1ccc(Cl)cc1
  -1	0	-13	1	-3	2.2	-3	-0.2	-12	-13
(48) Cc1cc(C(=O)NNC(=O)CCC2CCCCC2)c(C)o1
  -1	11	1	-4	-1	2.7	-4	-2.9	-5	10
(49) CCCC(C(=O)NCCc1ccc(S(N)(=O)=O)cc1)c1ccccc1 (stereo unspecified)
  -4	9	6	-2	1	-0.7	26	-1.3	0	-1
(50) Cc1cc(C)cc(C(=O)/C=C2\NC(=O)CS2)c1
  0	23	-2	.	-1	2.2	-1	-1.1	-17	6
(51) CCN(CC)C(=O)c1ccc(Oc2ccc([N+](=O)[O-])cc2Cl)cc1
  0	-7	1	-1	-1	2.5	-5	-0.6	-6	-16
(52) Cn1c(NC(=O)CCc2ccccc2)cc(=O)n(C)c1=O
  -2	-6	-5	12	-1	-2.4	-4	-1.2	-2	59
(53) COc1c(O)ccc(C2NC(=O)NC(C)=C2C(=O)Nc2ccccc2C)c1[N+](=O)[O-] (stereo unspecified)
  0	0	3	0	-1	-2.7	-2	-0.3	0	-2
(54) COC(=O)C1CCN(c2nc3ccccc3nc2C(C#N)C(=O)NCCc2ccccc2)CC1 (stereo unspecified)
  2	-2	-5	.	-1	-0.2	-2	-0.3	-4	-10
(55) CCn1c(=O)c2ccccc2n(Cc2cccc([N+](=O)[O-])c2)c1=O
  -5	6	5	0	0	1.2	0	-0.7	-5	10
(56) Cc1ccc(NC(=O)CCC(=O)N2CCOc3ccccc32)c(Cl)c1
  -2	-13	5	0	-7	0.9	.	-0.1	-4	14
(57) COc1ccc(CC(C)CC(=O)Nc2ccc(OC)cc2)cc1 (stereo unspecified)
  0	-2	0	-1	-2	0.0	-3	0.2	-4	7
(58) CCOc1ccc(C(=O)Nc2c3c(nn2-c2ccc(C)cc2)CS(=O)C3)cc1OCC (stereo unspecified)
  5	-3	-2	-4	2	1.7	-3	0.5	-13	.
(59) CC(=O)Nc1cccc(C(=O)NNC(=O)c2ccccc2-n2cccc2)c1
  5	-5	9	1	3	-0.5	-2	-0.6	-4	.
(60) COc1ccc(NCC(=O)N/N=C/C=C\c2ccccc2)cc1
  -1	2	4	14	0	-2.0	-2	0.0	-2	2
(61) CCN(C(=O)CSc1cc(C)c2cccc(C)c2n1)C1CCS(=O)(=O)C1 (stereo unspecified)
  -1	1	3	2	2	-3.9	-5	-2.4	-8	-11
(62) COc1ccc(NS(=O)(=O)c2ccc(NC(=O)c3ccccc3)cc2)nn1
  -2	-7	0	-1	2	-8.5	1	.	2	12
(63) Cc1cc(C(=O)CCC(=O)Nc2ncccc2O)c(C)s1
  -2	2	7	5	3	-0.4	.	-1.7	1	12
(64) CCNC(=O)CC1C(=O)N(c2ccccc2)C(=O)N1CCOC (stereo unspecified)
  1	8	-1	1	4	0.3	-3	0.5	-2	4
(65) O=C(Cc1ccc(Cl)cc1Cl)NCc1cccnc1
  -1	8	0	-6	2	1.0	.	0.2	5	15

Assay outcomes as filed in PubChem.
